Screening results deposited in PubChem BioAssay by several laboratories.
Tb hexokinase – T. brucei hexokinase 1 inhibition; AID 1430; recombinant TbHK1, G6PDH-coupled NADH A340; inhibition, % at 10 µM; 0.11% of 220,000 active;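 active = inhibition of 50% or more in the single-dose primary screen; inactive = inhibition below 50%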
Runt-CBFb FRET – inhibitors of human RUNX1 Runt domain binding to CBFb; 0.46% of 220,000 active; inhibition, % at 20 µM; Cerulean-Runt/Venus-CBFb FRET ratio 530/480, 1 h; AID 1496; Q01196+Q13951;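 active = inhibition over about 50% at 20 µM in the single-dose screen, limit read from the data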;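 also: 0% = DMSO wells and 100% = excess unlabeled CBFb competitor control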
Target sequence (Q01196 whole entry, looked up, the tested form may be a part): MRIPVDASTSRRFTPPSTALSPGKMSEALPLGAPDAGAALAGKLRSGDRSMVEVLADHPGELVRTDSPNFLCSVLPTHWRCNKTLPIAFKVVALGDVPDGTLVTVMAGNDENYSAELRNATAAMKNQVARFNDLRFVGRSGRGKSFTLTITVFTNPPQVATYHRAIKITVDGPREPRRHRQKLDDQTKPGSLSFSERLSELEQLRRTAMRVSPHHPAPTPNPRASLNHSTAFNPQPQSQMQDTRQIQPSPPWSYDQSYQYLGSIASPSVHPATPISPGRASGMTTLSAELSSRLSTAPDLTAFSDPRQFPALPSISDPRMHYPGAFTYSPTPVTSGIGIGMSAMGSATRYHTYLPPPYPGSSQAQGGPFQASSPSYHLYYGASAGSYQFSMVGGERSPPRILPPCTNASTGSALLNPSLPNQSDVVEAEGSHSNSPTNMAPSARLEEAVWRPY
Target sequence (Q13951 whole entry, looked up, the tested form may be a part): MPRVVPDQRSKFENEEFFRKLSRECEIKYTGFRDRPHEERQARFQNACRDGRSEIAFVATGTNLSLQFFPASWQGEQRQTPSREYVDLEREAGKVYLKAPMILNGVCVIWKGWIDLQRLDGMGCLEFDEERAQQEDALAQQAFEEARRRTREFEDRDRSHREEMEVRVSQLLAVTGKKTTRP
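Measured by: fluorescence energy transfer, 422 nm excitation, 530/480 nm emission; Assay system: Cerulean-Runt domain; Medium: Tris pH 7.5 buffer with BSA; Measure: loss of energy transfer signal; Controls: 5 µM unlabeled CBFb as full-inhibition high control; Incubation: protein complex preformed 1 h, compound exposure 1 h, room temperature, dark.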
EBV gp42 block – EBV gp42 inhibition. AID 1085. Fluorescence polarization binding assay, mP read-out. Q1HVG2. inhibition, % (tested at 21.74 µM). 0.42% of 220,000 active; in the data active = inhibition above about 50%
Target sequence (Q1HVG2 whole entry, looked up): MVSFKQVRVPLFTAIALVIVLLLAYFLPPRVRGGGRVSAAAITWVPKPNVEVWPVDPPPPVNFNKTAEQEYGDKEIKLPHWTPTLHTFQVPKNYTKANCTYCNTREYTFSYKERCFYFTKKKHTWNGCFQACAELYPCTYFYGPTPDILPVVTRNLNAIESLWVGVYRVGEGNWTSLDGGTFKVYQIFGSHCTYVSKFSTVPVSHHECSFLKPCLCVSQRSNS
RBBP9 inhibitor – human RBBP9 hydrolase inhibition. O75884. inhibition, % at 7.94 µM. recombinant RBBP9, FP-Rh probe fluorescence polarization. 0.2% of 220,000 active;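 active = inhibition above the campaign mean of all tested compounds plus 3 SD, cut at about 14% in these data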;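 also: plate controls were DMSO wells with RBBP9 for no effect and wells lacking RBBP9 protein for full effect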
Target sequence (O75884 whole entry, looked up): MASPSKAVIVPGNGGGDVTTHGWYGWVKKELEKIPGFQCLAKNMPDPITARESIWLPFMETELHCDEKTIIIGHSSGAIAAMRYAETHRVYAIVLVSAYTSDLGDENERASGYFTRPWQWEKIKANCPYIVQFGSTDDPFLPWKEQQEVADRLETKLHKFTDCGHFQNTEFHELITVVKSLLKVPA
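Measured by: FP readout at 525/598 nm; material: recombinant human RBBP9; also added: Serine-hydrolase probe FP-Rh, 375 nM pre-mixing; medium: Tris buffer pH 8.0, NaCl, Pluronic; replication: one well per compound; doses: one concentration, 7.94 µM nominal, 0.794% DMSO; timing: preincubation 30 min plus labeling 45 min at 25 °C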
Furin inhibitor – blocks human furin protease activity | P09958 | purified furin, fluorogenic substrate cleavage | inhibition, % at 30 µM | 0.061% of 220,000 active | AID 463115; in the data active = inhibition above about 25%; also: inactives centre near -15
m-calpain inh – blocks pig calpain II enzyme activity | purified calpain II, fluorogenic peptide substrate, 30 min | inhibition, % at 16 µM | 0.37% of 220,000 active | AID 1236;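 active = inhibition above about 50%, limit read from the data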
p97 inhibitor – blocks human p97 ATPase activity | AID 1481 | recombinant p97 ATPase, Kinase-Glo ATP luminescence, 3 h | P55072 | inhibition, % at 8 µM | 0.42% of 220,000 active; in the data active = inhibition above about 15%;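 also: 0% = DMSO vehicle and 100% = wells lacking enzyme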
Runt-SMMHC FRET – inhibitors of human RUNX1 Runt domain binding to CBFb-SMMHC. Cerulean-Runt/Venus-CBFb-SMMHC FRET ratio 530/480, 1 h. inhibition, % at 20 µM. 0.74% of 220,000 active. AID 1434. Q01196+Q13951;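 active = mean inhibition across duplicate retests at 20 µM reaching about 50%, limit read from the data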;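 also: 0% = DMSO wells and 100% = wells with excess untagged CBFb-SMMHC; inhibitors lower the FRET ratio by blocking Runt binding to CBFb-SMMHC; some results filed as inactive read as strong as hits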
p47phox inh – p47phox (human) inhibition; P14598; p47phox/p22phox peptide binding, fluorescence polarization, 2 h; inhibition, % at 24.7 µM; 0.53% of 220,000 active; AID 1274;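 active = inhibition above about 30%, limit read from the data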;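 also: 0% = p47phox with labelled peptide and 100% = labelled peptide alone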
* = called active by the depositor; nt = not tested or not shown; [ ] = remark or other dose.

SMILES	Tb hexokinase	Runt-CBFb FRET	EBV gp42 block	RBBP9 inhibitor	Furin inhibitor	m-calpain inh	p97 inhibitor	Runt-SMMHC FRET	p47phox inh
CCCn1nc(NC(=O)c2ccco2)c2cc3cc(C)ccc3nc21	-2	49	-6	-14	-14	-81	4	82*	-42
CCN(CC)c1ccc(NC(=O)CCNC(=O)c2ccco2)cc1	25	9	-5	-6	-17	-7	-1	16	-4
COc1cc2c(cc1OC)C(c1cc3cc(OC)c(OC)cc3[nH]c1=O)N(C(=O)C1CC1)CC2 (stereo not drawn)	-33	-8	-9	-4	-10	-121	5	-28	5
COc1cccc(-c2nn(-c3ccccc3)cc2/C=C(/NC(=O)c2ccccc2)C(=O)O)c1	-3	0	-18	-2	-10	7	1	-7	-5
O=C(/C=C/c1ccccc1)Oc1cccc2cccnc12	-12	2	-14	3	-4	23	5	-2	8
N=c1n(CCCOc2ccccc2Cl)c2ccccc2n1CC(N)=O	0	2	-19	-6	-16	30	8	-2	7
COc1cccc(NC(=O)C(c2ccccc2)N2CCN(c3ccccn3)CC2)c1 (stereo not drawn)	-5	2	-13	5	-21	-12	0	0	-3
CC(C)n1c(O)c(/C=C2\C=Nc3ccccc32)sc1=Nc1ccccc1	-7	-2	15	-9	-16[20 µM]	6	4	-6	-4
COc1cccc(N2CCN(C3CC(=O)N(c4ccc(Cl)c(Cl)c4)C3=O)CC2)c1 (stereo not drawn)	1	-1	-4	3	-3[20 µM]	-12	-1	9	-15
COC(=O)CSc1nnc(-c2ccc(S(=O)(=O)N3CCCC3)cc2)n1C	-11	2	15	4	-21[20 µM]	-32	0	-10	-3
CCOc1ccc(NC(=O)CSc2nnc(-c3ccccn3)n2N)cc1	0	0	-2	-4	-3	-16	1	-2	-4
CC(C)(C)c1cc(CN2CCCC(O)C2)c(O)c(C(C)(C)C)c1 (stereo not drawn)	-5	-2	-2	-3	-11	-38	-12	-3	-6
CCCC(=O)NC(=S)Nc1cccc(NC(=O)c2ccccc2)c1	9	2	0	-12	-12	18	-3	-2	-5
O=C(NC1(C(F)(F)F)NC(=O)N(Cc2cccnc2)C1=O)c1cccs1 (stereo not drawn)	-3	-1	-3	-11	-27[20 µM]	-5	1	-2	-8
COc1ccc(NC(=O)c2cnn3c(C(F)(F)F)cc(-c4ccco4)nc23)cc1OC	-17	-5	1	-8	-10	-3	9	-4	25
CCNC(=O)COC(=O)/C=C/c1cccc(F)c1	3	1	-7	-5	-16	2	1	1	-6
Cc1cc(-c2nc3cccnc3s2)ccc1NS(=O)(=O)c1cccs1	-16	128*	-7	-7	-7	-375	-4	107*	-27
CC(=O)c1c(COC(=O)c2cccnc2)nc2ccccc2[n+]1[O-]	-3	-5	-32	-10	-9	24	-2	5	11
C/C(=N/NC(N)=S)c1ccc(Br)s1	-44	-1	-4	-10	1	-21	1	5	-14
CC(NC(=O)c1ccc(Cn2cc([N+](=O)[O-])cn2)o1)c1ccccc1 (stereo not drawn)	-2	-1	-13	-8	-21[20 µM]	19	2	-1	1
CN(C)C(=S)NCc1ccccc1	4	-5	-12	-7	-19[20 µM]	-7	3	-3	10
CCOC(=O)NC(=O)CSc1ccccn1	-1	-2	-17	-6	-15[20 µM]	-10	-7	-1	-1
CCC/C=N/NC(=O)c1cccc(Br)c1	-3	-3	-7	0	7	9	2	0	-5
O=C(Nc1ccc([N+](=O)[O-])cc1)C(Cc1ccccc1)N1C(=O)c2cccc3cccc(c23)C1=O (stereo not drawn)	-5	-1	-8	-13	-3	24	-5	-11	-27
CC(C)CC(=O)Nc1cccc(-c2csc(-c3ccccc3)n2)c1	2	1	-12	-20	-7[20 µM]	33	-5	-8	-10
COc1cccc(C=Nc2cc(C)cc(C)c2)c1O	28	-3	-1	-7	-9	10	-4	-7	-4
Cc1ccc(NC2=C(CC(=O)O)C(c3ccccc3)N(c3ccc(C)cc3)C2=O)cc1 (stereo not drawn)	34	0	-14	7	0	-45	4	1	-8
Cc1ccc(C2C3=C(CCCC3=O)N=C3c4ccccc4C(=O)C32)cc1 (stereo not drawn)	21	-1	-14	-1	-9	-12	8	6	2
CCN(CC)S(=O)(=O)c1ccc(N2CCCCC2)c(C(=O)Nc2ccccc2N2CCOCC2)c1	-10	-6	4	3	-5[20 µM]	30	1	-4	-3
Cc1oc(-c2ccccc2F)nc1CS(=O)(=O)CC(=O)N1CCCCCC1	-2	-2	12	-6	-12	-43	-10	1	-8
Cc1cc(C)c2[nH]c(=O)c(CN(CC3CCCO3)C(=S)Nc3ccccc3)cc2c1 (stereo not drawn)	7	19	4	-10	-9	9	-2	5	-16
CCn1c(O)c(/C=C2\C=Nc3ccccc32)sc1=Nc1ccc(C)cc1	-12	-6	-2	4	-13[20 µM]	29	5	-13	-9
CN(C)C(CNc1ncnc2sc3c(c12)CCCCC3)c1ccco1 (stereo not drawn)	2	0	6	-2	-18	-34	-9	1	-7
Cc1cc2c(ccc3[nH]onc32)n1	2	-1	-13	-6	7	-3	-1	-31	-12
CCCCC(=O)Nc1ccc2c(c1)OCCO2	5	-1	-6	-7	-14[20 µM]	-17	3	3	-7
OCCC1CN(Cc2ccc(C(F)(F)F)cc2)CCN1Cc1ccccc1 (stereo not drawn)	-1	-2	7	1	-17	-11	-1	1	14
Cn1c(=O)[nH]c(=O)c2c1ncn2CCN1CCCCC1	10	-2	-24	-4	-8	-17	-2	1	-2
Oc1cccc(/C=N/Nc2cccc3cccnc23)c1	-1	9	-6	3	-13	37	-8	4	-6
CC(C)OCCCNc1ncc2c(n1)CC(c1cccs1)CC2=O (stereo not drawn)	-13	2	-2	9	-30	4	1	-1	nt
Cc1nn(C)c(C(=O)N2CCN(C(=O)c3ccco3)CC2)c1Br	4	0	1	-8	-5	22	-6	5	-14
COCC(C)NC(=O)c1ccc(Cl)c(Cl)c1 (stereo not drawn)	5	1	2	-7	-17[20 µM]	5	-1	-4	-5
N#CNC(=Nc1cccc(Cl)c1)Oc1ccccc1	-2	2	-11	-2	-18	10	10	-4	3
Cc1nn(-c2ccccc2)c(Oc2ccc(F)cc2)c1/C=N/n1cnnc1	-10	-1	-17	6	-31	17	4	-1	-10
S=c1[nH]c2cc3c(cc2[nH]1)OCCO3	-9	-1	-11	-6	-25	-4	4	-1	-6
Cc1ccc(NC(=O)CCC(=O)NNC(=O)CCc2ccccc2)c(C)c1	-3	1	-20	-4	-37	-26	6	-3	-3
COCc1cc(C)nc(N/N=C/c2ccc(-c3ccc(Cl)cc3[N+](=O)[O-])o2)c1C#N	-23	4	4	3	-14	-99	4	-8	40*
Nc1nc(-c2ccco2)nn1C(=O)c1ccccc1	0	0	-7	-2	-20[20 µM]	-15	5	1	-6
CCOC(=O)C(=CNc1ncccc1C)C(=O)OCC	-40	nt	-2	-9	-6[20 µM]	-4	1	1	-8
COc1ccc(C2NC(=S)N(c3ccccc3)C(C)=C2C(=O)Nc2ccccc2)cc1 (stereo not drawn)	-8	1	-1	0	-10[20 µM]	-16	2	-1	-10
C/C(=N\Nc1ccc([N+](=O)[O-])cc1)c1ccc(N)cc1	-7	7	-24	2	9	-20	1	-7	-27
(next part)
SMILES	Tb hexokinase	Runt-CBFb FRET	EBV gp42 block	RBBP9 inhibitor	Furin inhibitor	m-calpain inh	p97 inhibitor	Runt-SMMHC FRET	p47phox inh
Cc1cccc(C)c1NC(=O)COc1ccc2c(C)c(Cc3ccccc3)c(=O)oc2c1C	0	0	1	1	-19	10	-4	-5	22
COc1ccc(N(CC(=O)Nc2ccc(F)cc2)S(=O)(=O)c2ccccc2[N+](=O)[O-])c(OC)c1	-1	nt	-1	-10	-26	-37	7	nt	-2
Cc1cnc(C(=O)OCC(=O)NC(=O)NC(C)C)cn1	4	-1	-11	2	-20	13	0	3	-7
S=c1[nH]nc2c3c4c(sc3ncn12)CCCC4	-1	36	-28	-8	-10[20 µM]	1	6	52	-6
Cc1cc(C)cc(NC(=O)c2cccn2-c2ncc(C(F)(F)F)cc2Cl)c1	5	-2	-11	-2	-21[20 µM]	-24	8	3	-12
CCN(CC)C(c1ccc(F)cc1)c1nnnn1CC1CCCO1 (stereo not drawn)	9	2	-21	1	-16[20 µM]	-14	3	0	1
O=C(CSc1nnc(-c2cnccn2)n1Cc1ccco1)c1ccc2ccccc2c1	-13	32	2	-9	-13	-118	-5	20	-36
Cc1[nH]c2ccccc2c1/C=N/NC(=S)NCc1ccccc1	-10	-3	-48	7	-17	64*	8	-1	-42
CCCC(=O)OCC(=O)Nc1cc(Cl)ccc1[N+](=O)[O-]	-10	-2	-29	-1	-4	3	3	-2	0
N#CC(Sc1ccccn1)c1ccc(Cl)cc1Cl (stereo not drawn)	-4	34	-1	9	-3	-31	4	10	-3

Quoted at random: 3 entries already listed
SMILES	Tb hexokinase	Runt-CBFb FRET	EBV gp42 block	RBBP9 inhibitor	Furin inhibitor	m-calpain inh	p97 inhibitor	Runt-SMMHC FRET	p47phox inh
Cc1cccc(C)c1NC(=O)COc1ccc2c(C)c(Cc3ccccc3)c(=O)oc2c1C	0	0	1	1	-19	10	-4	-5	22
CCCC(=O)OCC(=O)Nc1cc(Cl)ccc1[N+](=O)[O-]	-10	-2	-29	-1	-4	3	3	-2	0
CCN(CC)C(c1ccc(F)cc1)c1nnnn1CC1CCCO1 (stereo not drawn)	9	2	-21	1	-16[20 µM]	-14	3	0	1

Returning to the listing, repeating the two entries before the break.
SMILES	Tb hexokinase	Runt-CBFb FRET	EBV gp42 block	RBBP9 inhibitor	Furin inhibitor	m-calpain inh	p97 inhibitor	Runt-SMMHC FRET	p47phox inh
CCCC(=O)OCC(=O)Nc1cc(Cl)ccc1[N+](=O)[O-]	-10	-2	-29	-1	-4	3	3	-2	0
N#CC(Sc1ccccn1)c1ccc(Cl)cc1Cl (stereo not drawn)	-4	34	-1	9	-3	-31	4	10	-3
CC(=O)Oc1ccc(-c2csnn2)cc1	3	-1	-8	3	-18	-7	1	1	3
CCOc1ccc(C(=O)Nc2ccc(NC(=S)NC(=O)CC)cc2)cc1Cl	-12	-4	-7	-6	-11	17	-3	-13	-9
COc1cc(/C=N/NC(=O)c2ccc(CN(C)S(=O)(=O)c3ccc(C)cc3)cc2)ccc1O	-4	-3	-6	-5	-10	-59	4	0	0
O=C(CSc1ccc(Cl)cc1)Nc1cccc(-c2nnc(-c3ccco3)o2)c1	22	-11	-2	-5	-12	18	-2	-17	-13
O=C1NC(=O)C2(COC(c3cccnc3)OC2)S1 (stereo not drawn)	4	0	-7	-6	-8	2	2	1	6
COc1ccc(-c2nc(C)ncc2N=Nc2ccccc2)cc1	-7	-4	-12	-5	-15[20 µM]	17	-4	-5	-4
O=C1CCN(S(=O)(=O)c2ccc(Cl)cc2)CCN1	5	1	-3	0	-12	2	1	-2	-20
CCSC1=N/C(=C\c2ccc(C)s2)C(=O)S1	37	-1	-52	-10	-1	25	-3	-10	-25
COc1ccc(NC(=O)CSc2nnc(-c3ccccc3)n2N)cc1	0	2	-11	8	-17[20 µM]	-6	-1	1	-12
CCCn1c(NCc2ccc(C)o2)nc2ccccc21	5	4	-1	-6	-13	-7	-2	4	-17
CCN(CC)S(=O)(=O)c1ccc(NC(=O)Cn2c(=O)oc3ccccc32)cc1	-5	0	-5	4	-6	-24	-3	2	2
Cc1ccc(S(=O)(=O)N2CCOCC2)cc1C(=O)NC1CCCCC1	-2	-3	-7	-8	-19	-42	-2	-2	-3
O=C(COC(=O)C1CC1)NCc1ccccc1Cl	-5	2	-1	1	-13[20 µM]	22	5	3	-5
